Screens from PubChem.
RORgamma inh: qHTS for inhibitors of ROR gamma transcriptional activity; Potency, µM (titrated, usually from 53.6 µM), inactives show at the top dose activity change, negative = inhibition, actives largely listed as inhibitors; AID 2551, 2010; Nuclear receptor ROR-gamma (Mus musculus), P51450; Drosophila S2 Gal4-RORgamma UAS-luciferase reporter, 20 h; 310,000 compounds, 5.4% hits; also: potency is read from the fitted curve at half-maximal effect; % is scaled to controls: 0 for no effect and ±100 for the full control effect; nearly all actives have a fitted effect of over 60% in size
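Luciferase reporter read in Schneider cells carrying Gal4-RORγ (mouse) and UAS-Photinus luciferase; cells given compound 1 h before 700 uM copper sulfate induction, then incubated 20 h at ambient temperature.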
NPC1 promoter act: qHTS Assay for NPC1 Promoter Activators; Huh7 NPC1 promoter luciferase reporter, 24 h; Potency, µM (top dose mostly 9.22 µM), for inactives: top-dose activation, actives largely listed as activators; 320,000 compounds, 2.4% hits;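 also: potency is read from the fitted curve at half-maximal effect; % of control where 0% means no effect; nearly all actives have a fitted effect of over 60% in size; reporter is driven by a mutant NPC1 promoter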
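Quantitative HTS used a cell-based reporter: Huh7 cells stably bearing the NPC1 promoter upstream of luciferase were treated with compounds for 24 h, and promoter activation was read as luminescence.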
ELG1 genotoxic: qHTS screen for small molecules that induce genotoxicity in human embryonic kidney (HEK293T) cells expressing luciferase-tagged ELG1; HEK293T ELG1-luciferase reporter, luminescence, 16 h; Potency, µM (highest dose often 46 µM), without a hit: at the highest dose activity change, positive = activation, hits mostly activators; 330,000 compounds, 1.3% hits; AID 504466, 2011; also: potency is read from the fitted curve at half-maximal effect; % of control where 0% means no effect; nearly all actives have a fitted effect of over 60% in size
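Cells (2,000/well) expressing the ELG1-luciferase fusion are dosed by pin tool and kept 16 hr at 37 °C, 5% CO2. Signal comes from ONE-Glo luciferase reagent after 30 min at room temperature.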
p53 reactivator: qHTS assay for re-activators of p53 using a Luc reporter; Potency, µM (doses to about 92.2 µM), without a hit: top-dose activity change, positive = activation, usual class: activators; H1299 p53-A138V BP100-luciferase reporter, luminescence, 24 h; AID 504706, 2011; 320,000 compounds, 0.063% hits; also: potency is read from the fitted curve at half-maximal effect; % of control where 0% means no effect; nearly all actives have a fitted effect of over 45% in size
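p53-null H1299 cells stably carrying temperature-sensitive p53-A138V and a BP100-luciferase reporter were pinned with compounds (4-point, 1:5 series) and held 24 hrs at 37 deg C. Luminescence was read 10 min after detection reagent.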
Giardia killer: Small Molecules that selectively kill Giardia lamblia: qHTS | Giardia lamblia trophozoite viability | activity change, % at 7.66 µM, hits read low | 340,000 compounds, 0.15% hits | AID 540267, 2011; in the data active = activity change below about -80%; inconclusive = between about -30% and that limit;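 also: parasites exposed to compound for two days anaerobically before the ATP read; % is scaled to controls: 0 for no effect and ±100 for the full control effect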
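Giardia lamblia trophozoites (100 cells/well) were incubated with compounds for 48 h at 37 deg C under anaerobic conditions. Viability was read as ATP content by one-step luminescence after 15-30 min at room temperature.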
FLuc modulator: qHTS profiling assay for firefly luciferase inhibitor/activator using purifed enzyme and Km concentrations of substrates (counterscreen for miR-21 project) | purified FLuc, Km substrates, luminescence inhibition | AID 588342, 2011 | Luciferin 4-monooxygenase (Photinus pyralis), P08659 | Potency, µM (doses to about 57.5 µM), inactives show at the highest dose activity change, negative = inhibition, hits mostly inhibitors | 360,000 compounds, 6.9% hits;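 also: potency is read from the fitted curve at half-maximal effect; plate controls were vehicle for no effect and reference inhibitor for full effect; nearly all actives have a fitted effect of over 55% in size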
Target sequence (P08659 whole entry, looked up): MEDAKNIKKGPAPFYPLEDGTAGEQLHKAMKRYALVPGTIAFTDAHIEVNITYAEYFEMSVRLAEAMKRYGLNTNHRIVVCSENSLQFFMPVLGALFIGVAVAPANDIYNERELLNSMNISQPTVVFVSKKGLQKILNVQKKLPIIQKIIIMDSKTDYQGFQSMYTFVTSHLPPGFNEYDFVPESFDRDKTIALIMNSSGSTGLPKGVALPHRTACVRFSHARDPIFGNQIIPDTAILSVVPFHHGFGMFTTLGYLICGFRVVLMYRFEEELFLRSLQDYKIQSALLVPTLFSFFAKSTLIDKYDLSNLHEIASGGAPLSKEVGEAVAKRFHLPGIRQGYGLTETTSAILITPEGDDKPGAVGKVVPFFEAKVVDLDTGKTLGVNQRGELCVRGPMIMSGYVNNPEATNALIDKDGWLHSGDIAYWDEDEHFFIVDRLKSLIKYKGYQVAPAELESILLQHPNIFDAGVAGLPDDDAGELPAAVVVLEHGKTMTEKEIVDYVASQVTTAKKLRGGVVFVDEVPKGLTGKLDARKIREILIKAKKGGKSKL
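Purified P. pyralis luciferase (10nM final) with 10uM D-luciferin and 10uM ATP (Km levels) in 50mM Tris acetate pH 7.5, 10mM Mg acetate, 0.01% Tween-20, 0.05% BSA; qHTS 6-point titration, ~60 µM downward; luminescence read.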
Rab9 promoter act: qHTS Assay for Rab9 Promoter Activators; Huh7 Rab9 promoter-luciferase reporter, luminescence, 24 h; Potency, µM (top dose mostly 9.22 µM), inactives show top-dose activation, negative = inhibition, most hits filed as activators; 320,000 compounds, 2.8% hits; AID 485297, 2010; also: potency is read from the fitted curve at half-maximal effect; % of control where 0% means no effect; nearly all actives have a fitted effect of over 60% in size
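Huh7 cells stably carrying a Rab9 promoter-luciferase reporter, 1500 cells per well in OP-MEM I with 10% FBS, treated with compound 24 hours at 37C. Luciferase activity read by luminescence after 10 minutes with Amplite reagent.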
Gal4-VP16 FLuc: VP16 counterscreen qHTS for inhibitors of ROR gamma transcriptional activity; Potency, µM (highest dose often 53.6 µM), inactives show at the highest dose activity, negative = inhibition, usual class: inhibitors; Drosophila S2 Gal4-VP16 UAS-luciferase, luminescence, 20 h; 310,000 compounds, 3.5% hits; AID 2546, 2010;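 also: Gal4-VP16 expression switched on by copper sulfate through the metallothionein promoter; potency is read from the fitted curve at half-maximal effect; % is scaled to controls: 0 for no effect and ±100 for the full control effect; nearly all actives have a fitted effect of over 50% in size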
BRCA1 expr up: qHTS Assay to Identify Small Molecule Activators of BRCA1 Expression | AID 624202, 2012 | 380,000 compounds, 1.1% hits | Potency, µM (titrated, usually from 46.1 µM), without a hit: at the top dose activation, actives largely listed as activators | MCF7-BRCA1-FFLuc reporter, luminescence, 48 h; response scale: scaled: vehicle 0%, 10 µM genistein 100%; also: potency is read from the fitted curve at half-maximal effect; nearly all actives have a fitted effect of over 80% in size; some results filed as inactive show a strong effect at the top dose
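Compounds are tested at multiple concentrations on MCF7 BRCA1-luciferase reporter cells seeded at 2000 per well; after 48 h, a single luminescence end-point is taken and curves fitted to the normalized data.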
Menin MLL FP TR: qHTS Assay for Inhibitors Targeting the Menin-MLL Interaction in MLL Related Leukemias: Competition With Texas Red Labeled MLL-derived Mutant Peptide; Menin + Texas Red MLL mutant peptide, fluorescence polarization; Potency, µM (doses to about 61.6 µM), inactives show at the top dose FP activity change, negative = inhibition, actives largely listed as inhibitors; 270,000 compounds, 0.23% hits; AID 1768, 2009; O00255; active = well fitted inhibition curve with a large enough effect in the polarisation, with a control signal flat, not every such curve was filed as active; inconclusive = small, poorly fitted or top-dose-only effect, or effect the other way, or a change in a side signal; inactive = no such curve, though single readings can be large or run the other way; the % refers to the polarisation; also: potency is read from the fitted curve at half-maximal effect; % of control where 0% means no effect; many of its hits are not listed in these tables
PKM2 act: qHTS Assay for Activators of Human Muscle isoform 2 Pyruvate Kinase. Pyruvate kinase PKM (Homo sapiens), P14618. purified PKM2, Kinase-Glo ATP luminescence, activation; response scale: 0% is enzyme alone, no compound. Potency, µM (top dose mostly 57.5 µM), without a hit: at the top dose activation, actives largely listed as activators. 260,000 compounds, 0.34% hits. AID 1631, 2009; also: potency is read from the fitted curve at half-maximal effect; % is scaled to controls: 0 for no effect and ±100 for the full control effect; nearly all actives have a fitted effect of over 55% in size
Target sequence (P14618 whole entry, looked up, canonical isoform): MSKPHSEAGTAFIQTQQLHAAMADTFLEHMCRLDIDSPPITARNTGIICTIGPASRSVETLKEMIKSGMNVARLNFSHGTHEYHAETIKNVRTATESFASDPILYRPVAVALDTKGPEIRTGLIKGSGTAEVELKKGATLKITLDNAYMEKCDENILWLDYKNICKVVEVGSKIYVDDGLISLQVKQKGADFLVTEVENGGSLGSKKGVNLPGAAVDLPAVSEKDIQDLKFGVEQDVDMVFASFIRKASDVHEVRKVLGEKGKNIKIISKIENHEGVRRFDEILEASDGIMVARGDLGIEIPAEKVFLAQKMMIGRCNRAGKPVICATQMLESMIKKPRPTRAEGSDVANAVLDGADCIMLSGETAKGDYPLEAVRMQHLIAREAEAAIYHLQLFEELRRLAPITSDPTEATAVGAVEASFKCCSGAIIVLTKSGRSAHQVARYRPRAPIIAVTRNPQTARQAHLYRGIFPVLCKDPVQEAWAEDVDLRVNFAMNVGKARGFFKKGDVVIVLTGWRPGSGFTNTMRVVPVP
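Purified hPK-M2 (>95% pure) converted ADP (0.1 mM final) to ATP with 0.5 mM PEP in 50 mM imidazole pH7.2, KCl, MgCl2, Tween 20, BSA; 1 h at room temperature. ATP detected by Kinase-Glo luminescence.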
Numbers without * were called inactive; [ ] = another dose, or the depositor's remark. Unless noted, calls follow the shape of the dose curve; as a rule, active = well fitted curve in the direction sought with a large enough effect; inconclusive = small, poorly fitted or top-dose-only effect, or another doubt; inactive = no such curve, though single readings can be large; an effect the other way counts as inactive or inconclusive. Some of the compounds tested. The share of hits here may be higher or lower than overall.

What do the screens show for `COc1ccccc1NC(=O)CN(Cc1ccco1)C(=O)c1cccs1`?
RORgamma inh: 7.6%; NPC1 promoter act: -0.7%; ELG1 genotoxic: -3.9%; p53 reactivator: -0.6%; Giardia killer: 6.5; FLuc modulator: 0.3%; Rab9 promoter act: -3.7%; Gal4-VP16 FLuc: 17.6%; BRCA1 expr up: 0.9%[1.84 µM]; Menin MLL FP TR: -9.6%; PKM2 act: 0.2%

What do the screens show for `C=CCC1c2cccc(C(=O)O)c2C(=O)N1c1cccc(C)c1` (configuration not stated)?
RORgamma inh: -11.5%; NPC1 promoter act: -1.7%; ELG1 genotoxic: -1.0%; p53 reactivator: 1.3%; Giardia killer: 8.9; FLuc modulator: -1.7%; Rab9 promoter act: -3.7%; Gal4-VP16 FLuc: 5.6%; BRCA1 expr up: 6.2%; Menin MLL FP TR: -0.1%; PKM2 act: -2.1%

How did Cc1ccc(S(=O)(=O)N2CN(CC3CCCO3)c3nc4ccccc4nc32)c(C)c1 (configuration not stated) do in these assays?
RORgamma inh: 22.4%; NPC1 promoter act: 2.3%; ELG1 genotoxic: -3.5%; p53 reactivator: -3.4%; Giardia killer: 4.9; FLuc modulator: 1.0%; Rab9 promoter act: -1.3%; Gal4-VP16 FLuc: 14.8%; BRCA1 expr up: -16.6%

Results for Cc1c(Cl)cccc1NC(=S)NNc1ncc(C(F)(F)F)cc1Cl ?
RORgamma inh: 15.8µM*; NPC1 promoter act: -6.7%; ELG1 genotoxic: -8.7%; p53 reactivator: -4.2%; Giardia killer: -9.6; FLuc modulator: 2.3%; Rab9 promoter act: -10.9%; Gal4-VP16 FLuc: inconclusive; BRCA1 expr up: -87.0%; Menin MLL FP TR: -0.1%; PKM2 act: -3.7%

What do the screens show for `O=C(Nc1ccc2ccccc2c1)c1onc2c1CCCC2`?
RORgamma inh: 14.1µM*; NPC1 promoter act: 0.398µM*; ELG1 genotoxic: inconclusive; p53 reactivator: 33.4%; Giardia killer: 27.8; FLuc modulator: 0.953µM*; Rab9 promoter act: 0.562µM*; Gal4-VP16 FLuc: inconclusive; BRCA1 expr up: inconclusive; Menin MLL FP TR: 32.1%[activator]; PKM2 act: -1.5%

Results for O=C(CC1Sc2ncnn2C1=O)Nc1ccccc1 (configuration not stated) ?
RORgamma inh: inconclusive; NPC1 promoter act: -3.6%; ELG1 genotoxic: -3.5%; p53 reactivator: 3.2%; Giardia killer: -10.2; FLuc modulator: 3.4%; Rab9 promoter act: -5.0%; Gal4-VP16 FLuc: 2.9%; BRCA1 expr up: -14.2%; Menin MLL FP TR: 5.7%; PKM2 act: -1.7%

What do the screens show for `CC(=O)c1c(C)[nH]c(C(=O)OCC(=O)Nc2cc(Cl)ccc2[N+](=O)[O-])c1C`?
RORgamma inh: inconclusive; NPC1 promoter act: -2.0%; ELG1 genotoxic: -6.3%; p53 reactivator: 13.1%; Giardia killer: inconclusive; FLuc modulator: -2.3%; Rab9 promoter act: -2.4%; Gal4-VP16 FLuc: 15.8µM*; BRCA1 expr up: -52.1%; Menin MLL FP TR: -12.4%; PKM2 act: 17.6%

What do the screens show for `C/C(=N\N=C(/N)c1nonc1N)c1ccc2c(c1)OCO2`?
RORgamma inh: -7.5%; NPC1 promoter act: 0.631µM*; ELG1 genotoxic: inconclusive; p53 reactivator: inconclusive; Giardia killer: -8.5; FLuc modulator: 2.69µM*; Rab9 promoter act: 0.891µM*; Gal4-VP16 FLuc: -25.0%; BRCA1 expr up: inconclusive; PKM2 act: 2.9%

How did COc1ccc(-c2cc(C(=O)N3CCN(c4ccccc4)CC3)no2)cc1 do in these assays?
RORgamma inh: -0.3%; NPC1 promoter act: 2.82µM*; ELG1 genotoxic: inconclusive; p53 reactivator: inconclusive; Giardia killer: 8.7; FLuc modulator: 6.75µM*; Rab9 promoter act: inconclusive; Gal4-VP16 FLuc: -9.8%; BRCA1 expr up: -12.1%; Menin MLL FP TR: -13.3%; PKM2 act: -0.2%

Results for CC1CCc2c(sc(NC(=O)CCCn3cnc([N+](=O)[O-])n3)c2C(N)=O)C1 (configuration not stated) ?
RORgamma inh: 28.4%; NPC1 promoter act: 1.4%; ELG1 genotoxic: -8.2%; p53 reactivator: 0.5%; Giardia killer: inconclusive; FLuc modulator: 4.3%; Rab9 promoter act: 0.2%; Gal4-VP16 FLuc: -2.4%; BRCA1 expr up: -31.4%; Menin MLL FP TR: 0.0%; PKM2 act: 5.1%

Results for c1ccc2c(c1)CNC1(CCCCC1)C2 ?
RORgamma inh: 0.8%; NPC1 promoter act: -0.4%; ELG1 genotoxic: -13.1%; p53 reactivator: -7.6%; Giardia killer: -9.1; FLuc modulator: 2.3%; Rab9 promoter act: -2.0%; Gal4-VP16 FLuc: 2.3%; BRCA1 expr up: 7.9%; Menin MLL FP TR: 2.4%; PKM2 act: -9.1%

What do the screens show for `CC1=CC2=NC(=O)/C(=C\c3cccn3CCOc3ccccc3)C(=N)N2O1`?
RORgamma inh: 0.6%; NPC1 promoter act: -2.6%; ELG1 genotoxic: -4.3%; p53 reactivator: -0.6%; Giardia killer: 9.1; FLuc modulator: -2.3%; Rab9 promoter act: 1.0%; Gal4-VP16 FLuc: -7.8%; BRCA1 expr up: -39.6%; Menin MLL FP TR: inconclusive; PKM2 act: -5.0%

How did CCCCCC(=O)Nc1ccc(C(=O)COC(=O)Cn2cnc3c2c(=O)n(C)c(=O)n3C)cc1 do in these assays?
NPC1 promoter act: -1.3%; ELG1 genotoxic: 1.1%; p53 reactivator: 11.3%; Giardia killer: 3.0; FLuc modulator: 1.1%; Rab9 promoter act: 2.3%; BRCA1 expr up: 5.8%

What do the screens show for `COCCN(Cc1ccccc1)C(=O)c1ccc2c(=O)n3c(nc2c1)CCC3`?
NPC1 promoter act: -3.8%; ELG1 genotoxic: -0.7%; p53 reactivator: 5.2%; Giardia killer: 11.8; FLuc modulator: -1.5%; Rab9 promoter act: -1.1%; BRCA1 expr up: 2.3%

Results for Cc1ccc(OCC(=O)Nc2nnc(S(=O)(=O)N3CCC(C)CC3)s2)cc1 ?
RORgamma inh: 1.7%; NPC1 promoter act: -2.2%; ELG1 genotoxic: -1.3%; p53 reactivator: -4.5%; Giardia killer: 4.7; FLuc modulator: 5.6%; Rab9 promoter act: -10.5%; Gal4-VP16 FLuc: -8.3%; BRCA1 expr up: 0.0%; Menin MLL FP TR: inconclusive; PKM2 act: -0.9%[0.46 µM]

What do the screens show for `CCOC(=O)c1c(O)c2ccccc2n(-c2ccccc2)c1=O`?
RORgamma inh: -6.7%[0.365 µM]; NPC1 promoter act: 5.2%; ELG1 genotoxic: -22.9%; p53 reactivator: 12.7%; Giardia killer: 17.7; FLuc modulator: 3.1%; Rab9 promoter act: -2.9%; BRCA1 expr up: -3.7%; Menin MLL FP TR: -1.1%; PKM2 act: -0.7%

How did CC(C)(C)c1ccc(-c2noc(CNC(=O)c3ccco3)n2)cc1 do in these assays?
RORgamma inh: inconclusive; NPC1 promoter act: 0.2%; ELG1 genotoxic: 10.2%; p53 reactivator: 7.8%; Giardia killer: -15.3; FLuc modulator: 15.1µM*; Rab9 promoter act: 6.1%; Gal4-VP16 FLuc: inconclusive; BRCA1 expr up: 37.8%; Menin MLL FP TR: -0.2%; PKM2 act: -1.1%

Results for C=CCn1c(COc2ccc(Cl)cc2)nnc1SCC(=O)N/N=C/c1cccc(O)c1 ?
RORgamma inh: 21.8%; NPC1 promoter act: -0.8%; ELG1 genotoxic: -5.5%; p53 reactivator: 2.3%; Giardia killer: -3.8; FLuc modulator: -8.8%; Rab9 promoter act: -4.6%; Gal4-VP16 FLuc: -11.1%; BRCA1 expr up: -11.1%; Menin MLL FP TR: 34.0%[activator]; PKM2 act: -2.4%

How did COC(=O)c1cc(C(=O)Nc2ccc(S(=O)(=O)NC(C)(C)C)cc2)cc([N+](=O)[O-])c1 do in these assays?
RORgamma inh: -5.7%; NPC1 promoter act: 3.4%; ELG1 genotoxic: -0.3%; p53 reactivator: -7.6%; Giardia killer: 9.2; FLuc modulator: 0.8%; Rab9 promoter act: 9.3%; Gal4-VP16 FLuc: 1.2%; BRCA1 expr up: -15.5%; Menin MLL FP TR: inconclusive; PKM2 act: -19.4%
